Assay outcomes from PubChem BioAssay.
S100A4 inh HTS = blocks human S100A4 binding to myosin IIA peptide; S100A4/TAMRA-MyoIIA peptide fluorescence polarization; hit rate 0.14% among 360,000; inhibition, % at 10.7 µM;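 active means mean inhibition of at least 70% across replicates, with every replicate also reaching that level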
Target sequence (P26447 whole entry, looked up): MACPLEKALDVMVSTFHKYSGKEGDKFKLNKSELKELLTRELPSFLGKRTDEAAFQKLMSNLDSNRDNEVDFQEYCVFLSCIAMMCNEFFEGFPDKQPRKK
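Material: human S100A4 monomer with TAMRA-labelled myosin IIA peptide; buffer or medium: HEPES pH 7.2 with CaCl2, KCl, NaCl, DTT, Triton; compound dosing: one concentration per compound; schedule: 5 min incubation before reading; benchmarks: neutral control DMSO, positive control TFP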
Cneo AK release = Cryptococcus neoformans lysis via adenylate kinase release; C. neoformans lysis, adenylate kinase release luminescence, 4 h; normalised: neutral wells 0, clomiphene wells 100; lysis activity, % at 15 µM; hit rate 0.2% among 360,000;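 active means mean lysis activity across replicates of at least 80%, whatever share of replicates individually reach that level; inactive means mean lysis activity below 80%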
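read-out = cell lysis signal | test system = log-phase Cryptococcus neoformans yeast cells | input = cells at 5 × 10^6 per mL | medium = fresh YPD growth medium | signal = luminescent adenylate kinase detection reagent | timing = 4 h at 37 °C static, read 1 h later | dosing = single dose | controls = Clomiphene as positive lysis control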
ERAP1 HTS inh = inhibitors of human ERAP1 aminopeptidase; hit rate 0.15% among 340,000; inhibition, % at 10.7 µM; AID 652197; recombinant ERAP1, Leu-AMC fluorescence, 60 min; Q9NZ08;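 active means mean replicate inhibition of at least 30%, or all replicates individually reaching that 30% level; inactive means mean below 30% and not every replicate reaching it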;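 further: 0% = neutral control wells and 100% = L-leucinethiol positive control wells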
Target sequence (Q9NZ08 whole entry, looked up): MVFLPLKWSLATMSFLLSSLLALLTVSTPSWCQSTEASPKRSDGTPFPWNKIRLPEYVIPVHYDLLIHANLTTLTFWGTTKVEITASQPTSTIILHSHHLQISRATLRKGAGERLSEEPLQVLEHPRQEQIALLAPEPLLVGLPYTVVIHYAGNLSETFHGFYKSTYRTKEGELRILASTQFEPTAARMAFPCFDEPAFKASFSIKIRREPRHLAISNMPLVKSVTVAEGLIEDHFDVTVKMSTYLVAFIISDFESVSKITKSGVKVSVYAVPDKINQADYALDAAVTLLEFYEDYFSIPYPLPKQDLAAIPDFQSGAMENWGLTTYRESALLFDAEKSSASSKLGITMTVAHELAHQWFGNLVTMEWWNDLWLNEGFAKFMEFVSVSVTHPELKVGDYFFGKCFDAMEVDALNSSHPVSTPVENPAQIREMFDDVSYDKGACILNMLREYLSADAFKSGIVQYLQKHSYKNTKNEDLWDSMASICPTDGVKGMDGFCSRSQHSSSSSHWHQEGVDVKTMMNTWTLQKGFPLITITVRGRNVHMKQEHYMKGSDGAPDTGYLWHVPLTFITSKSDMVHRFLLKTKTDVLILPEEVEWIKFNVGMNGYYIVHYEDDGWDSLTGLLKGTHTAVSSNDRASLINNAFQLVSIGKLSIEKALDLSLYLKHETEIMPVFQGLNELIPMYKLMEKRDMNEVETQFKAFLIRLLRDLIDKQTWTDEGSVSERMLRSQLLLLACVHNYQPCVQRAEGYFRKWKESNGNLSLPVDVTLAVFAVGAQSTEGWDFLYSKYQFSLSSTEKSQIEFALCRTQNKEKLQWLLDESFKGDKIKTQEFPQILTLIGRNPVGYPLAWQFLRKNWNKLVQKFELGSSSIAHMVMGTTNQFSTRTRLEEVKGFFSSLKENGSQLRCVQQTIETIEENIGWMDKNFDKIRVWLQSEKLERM
PGC1a acetyl inh = modulators of PGC1a acetylation | U2OS PGC1a acetylation, AlphaScreen anti-acetyl-lysine; with virally co-expressed GCN5 acetyltransferase | inhibition, % at 15.6 µM | hit rate 0.17% among 350,000 | AID 651687;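 active means every replicate shows inhibition of at least 40%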;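 further: 0% = neutral control wells and 100% = positive control wells; some results beyond the cut were filed as inactive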
LGR2 antag = Drosophila LGR2 receptor signaling inhibition. HEK293 LGR2, CRE-luciferase, bursicon-stimulated, 4 h. inhibition, % at 9.99 µM. hit rate 0.35% among 380,000;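 active means drop in luminescence signal, shown as inhibition above about 50% in the replicate tests, limit read from the data, passing the limit was not always enough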;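 further: agonist challenge used bursicon conditioned medium at about half maximal strength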
SIRT5 block = blocks human SIRT5 desuccinylation of peptide; inhibition, % at 15 µM; hit rate 1.1% among 330,000; Q9NXA8; Purified SirT5, succinyl-peptide AMC, trypsin-coupled fluorescence; AID 652115; in the data active means inhibition above about 15%
XiGFP reactiv = activators of X-chromosome reactivation in mouse fibroblasts; XiGFP mouse fibroblasts, % GFP-positive cells imaging, 3 d; cells co-treated with 5-aza-dC sensitizer; scaled so ellipticine positive control = 100%; activation, % at 7.58 µM; hit rate 0.055% among 360,000; AID 743238;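 active means mean normalized replicate activation at least 10% and every replicate at or above 10%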;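 further: 0% = median of on-plate neutral control wells and 100% = ellipticine 6 µM median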
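Material: XiGFP fibroblasts, SV40-immortalized; Buffer or medium: DMEM containing 5-aza-dC; Compound dosing: single point; Times: 3 days compound exposure.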
C2C12 statin = suppressors of simvastatin-induced myotoxicity in C2C12 myotubes; rescue of ATP level, % at 7.49 µM; hit rate 0.78% among 330,000; ATP luminescence, 48 h; scaled: DMSO 0, geranylgeraniol control 100;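 active means mean ATP rescue above about 67%, or every replicate alone reaching that limit, limit read from the data, passing the limit was not always enough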;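 further: myotubes were challenged with 10 µM simvastatin during compound exposure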
Starred values were filed as active, the others as inactive; . = no result given.

SMILES	S100A4 inh HTS	Cneo AK release	ERAP1 HTS inh	PGC1a acetyl inh	LGR2 antag	SIRT5 block	XiGFP reactiv	C2C12 statin
Fc1ccccc1Nc1nc2ccccc2n2nnnc12	19.5	1.7	.	0.9	-121.8	.	0.0	5.8
COc1ccc(-c2cc(C(=O)OCC(=O)Nc3ccc4c(c3)OCO4)c3ccccc3n2)cc1	4.9	0.0	-5.9	.	-6.1	-2.1	-0.4	.
CCOC(=O)c1c(C)nc2c(c1C)/C(=N/O)CC(C)(C)C2	-4.2	-0.2	0.6	-2.1	-1.8	0.2	.	-2.1
O=C(OCC(=O)N1CCN(c2ccccc2)CC1)c1cc(Cl)ccc1[N+](=O)[O-]	19.6	-2.0	0.1	.	21.4	2.2	0.0	.
CCOc1ncccc1C(=O)OCc1c(Cl)cccc1Cl	.	-5.8	.	15.8	-24.0	.	0.3	7.6
N#CC(C#N)=C(N)Nc1cccc(Cl)c1	-4.0	.	1.3	.	-1.8	-4.4	0.4	1.0
COc1ccccc1NC(=O)N[C@@H]1CC[C@H](CCNC(=O)c2ccc3c(c2)OCO3)O[C@H]1CO	-4.1	8.0	1.4	-6.0	-13.4	-0.1	0.0	2.0
C[C@H](O)C#Cc1ccc([C@H]2[C@@H](CO)N3CCCCN(C(=O)c4ccncc4)C[C@H]23)cc1	-35.5	-1.5	3.7	0.1	4.8	-1.4	0.2	4.3
COc1ccc(NC(=O)N(C)C[C@H]2Oc3ccc(NC(=O)c4ccncc4)cc3C(=O)N([C@@H](C)CO)C[C@H]2C)cc1	3.0	1.9	1.1	-15.3	-6.9	-1.9	0.3	-19.6
CCCCc1ccc(NC(=S)N2CCN(c3ccccn3)CC2)cc1	-1.5	4.1	-6.3	-12.8	0.2	-3.7	0.0	-8.6
O=C(NCc1cccc(F)c1)[C@@H]1[C@@H](CO)[C@@H]2Cn3c(cccc3=O)[C@H]1N2	0.2	0.1	-0.7	.	-10.3	-0.5	0.0	14.1
COc1ccc2c3c(n(C)c2c1)[C@H](CO)N(C(=O)c1ccncc1)CC31CCN(C(C)=O)CC1	6.8	.	-1.6	11.4	10.8	.	0.2	.
O=C(c1ccccc1)N1CCN(S(=O)(=O)N2CCCCCC2)CC1	3.6	-1.3	-5.0	9.4	11.8	-1.6	0.1	-3.3
CCOC(=O)C1(CCCc2ccccc2)CCN(C(=O)C2CCCN(C(N)=O)C2)CC1 (configuration not stated)	.	0.9	.	2.3	6.6	.	0.0	8.0
O=C(CC1C(=O)NCCN1Cc1ccc(F)cc1)NCCN1CCCc2ccccc21 (configuration not stated)	6.2	.	5.7	.	5.6	-0.3	-0.1	.
C/C=C/c1cnc2c(c1)C(=O)N([C@H](C)CO)C[C@H](C)[C@@H](CN(C)C(=O)C1CCC1)O2	.	.	.	12.0	35.8	.	0.4	23.4
CC(C)CC#Cc1cnc2c(c1)C(=O)N([C@@H](C)CO)C[C@@H](C)[C@H](CN(C)C(=O)c1ccc3c(c1)OCO3)O2	-0.1	-0.3	0.6	7.6	-2.8	3.5	-0.7	78.4*
c1ccc(OCc2nn3c(C4CCCCC4)nnc3s2)cc1	.	2.1	.	6.6	7.5	.	.	-9.4
C[C@H](CO)N1C[C@H](C)[C@H](CN(C)C(=O)Nc2ccc(C(F)(F)F)cc2)OCCCC[C@H](C)Oc2ccc(NC(=O)c3ccccc3)cc2C1=O	1.3	1.0	-4.6	.	16.0	-1.6	-1.0	112.1*
Cc1cc(C)cc(Cn2cc(CN3CC(N4CCN(CCN(C)C)CC4)CS3(=O)=O)nn2)c1 (configuration not stated)	-0.2	.	.	.	5.3	1.4	0.0	.
COc1ccc(N(Cc2cc3ccccc3[nH]c2=O)S(=O)(=O)c2ccccc2)cc1	14.1	-1.4	3.8	-6.0	9.5	0.1	-0.1	181.7*
Cc1ccc(S(=O)(=O)N[C@@H]2CC[C@@H](CCn3cc(C(C)C)nn3)O[C@H]2CO)cc1	4.2	-0.4	1.7	-5.6	3.5	4.3	0.6	5.7
NC(N)=Nc1nc2ccccc2o1	-1.7	3.9	2.0	.	0.7	0.5	0.0	15.3
Cc1ccc(-n2nc(C)c3c(C)c(CCC(=O)O)c(C)nc32)cc1	1.3	0.9	-0.6	.	3.9	-10.4	0.0	-0.2
Cn1cc(-c2coc3c(C(=O)NCc4cccc(Cl)c4)cccc23)cn1	8.6	-0.2	-4.5	-6.7	-25.4	-1.4	0.2	-3.6
O=C(N/N=C\c1ccncc1)c1ccccc1O	-6.7	.	1.1	.	13.6	-0.8	0.0	.
O=C(CNC(=O)OCc1ccccc1)Oc1ccc2ccc(=O)oc2c1	-1.3	0.7	10.6	10.2	5.6	-61.4	-0.1	8.6
O=C(O)c1ccn(CSc2cc(Cl)ccc2Cl)n1	-4.8	-2.3	-10.6	2.6	4.2	-1.3	0.2	8.8
COc1ccc(/C=N/NC(=O)Cn2cnc3ccccc3c2=O)cc1	.	-0.5	.	-7.0	-3.9	.	-0.1	.
COc1ccc2c(c1)CCN1C2CCN2C(=O)CCC21 (configuration not stated)	5.4	.	-1.5	.	1.8	-2.0	0.1	.
Cc1nc(NC(=O)c2ccc(Cl)cc2)nc2cc3c(cc12)OCO3	.	-1.6	.	4.1	-22.3	.	-0.1	.
CCOC(=O)/C=C/COc1ccccc1[N+](=O)[O-]	6.1	.	-0.6	-24.6	-103.1	0.0	3.7	.
CCc1noc(C)c1C(=O)NCCc1c[nH]c2ccccc12	-2.5	-0.5	3.3	.	-1.2	-2.0	-0.1	6.1
O=c1[nH]c(C2CCN(S(=O)(=O)c3ccc4c(c3)OCCO4)CC2)nc2c1nnn2Cc1ccccc1F	-4.1	-1.1	2.3	.	-1.7	-1.0	0.1	14.8
O=C1c2ccccc2C(=O)N1N=Cc1ccc2c(c1)OCO2	12.6	.	1.6	.	-114.5	-2.7	0.0	.
CCCC(=O)Nc1c(-c2cccc(C)c2)c(=O)c2ccccc2n1C	-22.1	4.0	-0.1	-9.1	3.4	-1.3	0.1	-1.7
COc1ccc(CNC(=O)C[C@@H]2C[C@H]3c4cc(NC(=O)CN(C)C)ccc4O[C@H]3[C@@H](CO)O2)cc1	-37.6	3.8	-0.9	4.0	-5.5	2.3	0.1	5.4
CC=Cc1ccc2n(c1=O)C[C@@H]1[C@@H](CO)[C@H](C(=O)Nc3ccccc3)N(CC3CCCC3)[C@H]21 (mixture of isomers)	-11.9	-0.2	3.8	.	2.3	3.4	0.0	13.0
CCc1nnc(NS(=O)(=O)c2ccc(N3C(=O)c4ccccc4C3=O)cc2)s1	4.8	.	-1.5	.	.	-1.8	0.1	.
CCCn1nc(C(=O)NCc2ccccn2)c2ccccc2c1=O	3.1	-0.2	-2.6	-0.5	6.0	-4.7	.	8.7
CCN(CC)S(=O)(=O)c1cc(C(=O)n2cccn2)c(Cl)cc1Cl	-0.8	-2.0	-3.9	-10.9	2.3	0.6	.	2.3
CCN(CC)C1CCN(C(=O)c2cc(COc3ccc(-n4cncn4)cc3)on2)C1 (configuration not stated)	1.3	0.3	0.8	0.4	3.3	1.0	0.1	-0.4
CO[C@H]1CC[C@H]2CCN(C)C(=O)CC3(CCCCC3)CN(C)C(=O)c3cc(C#N)ccc3OC[C@H]1O2	-0.7	0.5	-1.0	.	13.4	-0.4	0.3	-5.0
CCOc1ccccc1NC(=O)NCc1ccccn1	1.5	0.2	-2.0	.	-4.1	1.0	0.0	7.1
CS(=O)(=O)c1ccc(NC(=O)CCCc2nc3ccccc3c(=O)[nH]2)cc1	-11.2	-1.0	1.5	11.6	1.0	-4.2	-0.7	-6.1
O=C(CSc1nc2[nH]ncc2c(=O)[nH]1)N1CCCCC1	-4.2	.	-2.1	.	0.5	-0.7	-0.1	.
Nn1cc(-c2ccccc2)nc1SCC(=O)NCCc1ccccc1	0.2	-1.8	-0.3	3.2	10.6	0.2	0.4	.
CN1C/C(=C/c2ccsc2)C(=O)/C(=C/c2ccsc2)C1	2.5	2.2	0.1	-22.3	8.4	-1.2	0.1	-17.8
C[C@@H]1COC(=O)[C@@H](Cc2ccc(F)cc2)C/C=C\C[C@@H](CC(=O)N[C@H](CO)Cc2ccccc2)C(=O)N1	3.0	6.5	.	-5.2	9.0	.	-0.3	-1.7
COc1ccccc1NC(=O)Nc1nc(C(C)(C)C)cs1	8.3	.	1.3	-16.5	-34.6	2.7	0.0	.
C[C@@H]1CN([C@H](C)CO)C(=O)c2cc(NC(=O)c3ccccc3)ccc2O[C@@H](C)CCCCO[C@H]1CN(C)C(=O)c1ccccc1	-1.7	0.9	-0.6	6.8	-1.9	0.6	-0.1	.
Cc1noc(C)c1S(=O)(=O)N(C)C[C@H]1Oc2ccc(NS(=O)(=O)c3ccc(Cl)cc3)cc2CC(=O)N([C@H](C)CO)C[C@H]1C	-5.1	1.6	-0.5	-4.9	-6.2	4.9	0.2	-10.8
Cc1cc2c(NC(=O)CC(C)(C)CC(=O)O)cccc2nn1	-4.3	-2.5	6.2	1.6	-2.6	0.1	0.0	.
CC(C)CCNC(=O)C(CC(C)C)N(Cc1ccc2c(c1)OCO2)C(=O)c1snc(C(N)=O)c1N (configuration not stated)	-3.2	.	-0.7	.	13.0	-3.5	1.3	.
CC(=O)c1cccc(NC(=O)CSc2nc3ccccc3c(=O)n2CCCN2CCOCC2)c1	-16.1	-0.7	0.3	6.6	-14.5	-8.1	-0.1	5.9
C[C@H]1CN([C@@H](C)CO)S(=O)(=O)c2ccc(C3=CCCC3)cc2O[C@H]1CN(C)C(=O)Cc1ccncc1	-3.9	-1.1	-3.2	-3.9	-29.4	3.2	0.1	-14.2

Among those listed so far, 8 contain a Cl atom:
SMILES	S100A4 inh HTS	Cneo AK release	ERAP1 HTS inh	PGC1a acetyl inh	LGR2 antag	SIRT5 block	XiGFP reactiv	C2C12 statin
O=C(OCC(=O)N1CCN(c2ccccc2)CC1)c1cc(Cl)ccc1[N+](=O)[O-]	19.6	-2.0	0.1	.	21.4	2.2	0.0	.
CCOc1ncccc1C(=O)OCc1c(Cl)cccc1Cl	.	-5.8	.	15.8	-24.0	.	0.3	7.6
N#CC(C#N)=C(N)Nc1cccc(Cl)c1	-4.0	.	1.3	.	-1.8	-4.4	0.4	1.0
Cn1cc(-c2coc3c(C(=O)NCc4cccc(Cl)c4)cccc23)cn1	8.6	-0.2	-4.5	-6.7	-25.4	-1.4	0.2	-3.6
O=C(O)c1ccn(CSc2cc(Cl)ccc2Cl)n1	-4.8	-2.3	-10.6	2.6	4.2	-1.3	0.2	8.8
Cc1nc(NC(=O)c2ccc(Cl)cc2)nc2cc3c(cc12)OCO3	.	-1.6	.	4.1	-22.3	.	-0.1	.
CCN(CC)S(=O)(=O)c1cc(C(=O)n2cccn2)c(Cl)cc1Cl	-0.8	-2.0	-3.9	-10.9	2.3	0.6	.	2.3
Cc1noc(C)c1S(=O)(=O)N(C)C[C@H]1Oc2ccc(NS(=O)(=O)c3ccc(Cl)cc3)cc2CC(=O)N([C@H](C)CO)C[C@H]1C	-5.1	1.6	-0.5	-4.9	-6.2	4.9	0.2	-10.8

A portion of the library. The share of hits here may be higher or lower than overall.
